Screening results deposited in PubChem by National Center for Advancing Translational Sciences (NCATS).
DT40 TDP1 no CPT: qHTS for Inhibitors of human tyrosyl-DNA phosphodiesterase 1 (TDP1): qHTS in cells in absence of CPT; DT40 Tdp1-/- hTDP1 cells, no CPT, ATP luminescence, 48 h; Potency, µM (titrated, usually from 46.2 µM), for the others: top-dose activity change, negative = growth inhibition, hits mostly inhibitors; hit rate 15% among 420,000; AID 686978, 2013; also: nearly all actives have a fitted effect of over 55% in size
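Chicken DT40 Tdp1-/- cells stably complemented with human TDP1 were seeded at 400 cells/well with DMSO in place of 20 nM camptothecin. After compound pinning, cells grew at least 48 hr at 37 °C; viability read by CellTiter-Glo luminescence.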
TDP1 block: inhibitors of human tyrosyl-DNA phosphodiesterase TDP1 | Q9NUW8 | recombinant TDP1, AlphaScreen DNA substrate cleavage | Potency, µM (top dose mostly 130 µM), for inactives: at the top dose activity change, negative = inhibition, usual class: inhibitors | hit rate 0.28% among 350,000 | AID 485290; also: nearly all actives have a fitted effect of over 40% in size
Target sequence (Q9NUW8 whole entry, looked up): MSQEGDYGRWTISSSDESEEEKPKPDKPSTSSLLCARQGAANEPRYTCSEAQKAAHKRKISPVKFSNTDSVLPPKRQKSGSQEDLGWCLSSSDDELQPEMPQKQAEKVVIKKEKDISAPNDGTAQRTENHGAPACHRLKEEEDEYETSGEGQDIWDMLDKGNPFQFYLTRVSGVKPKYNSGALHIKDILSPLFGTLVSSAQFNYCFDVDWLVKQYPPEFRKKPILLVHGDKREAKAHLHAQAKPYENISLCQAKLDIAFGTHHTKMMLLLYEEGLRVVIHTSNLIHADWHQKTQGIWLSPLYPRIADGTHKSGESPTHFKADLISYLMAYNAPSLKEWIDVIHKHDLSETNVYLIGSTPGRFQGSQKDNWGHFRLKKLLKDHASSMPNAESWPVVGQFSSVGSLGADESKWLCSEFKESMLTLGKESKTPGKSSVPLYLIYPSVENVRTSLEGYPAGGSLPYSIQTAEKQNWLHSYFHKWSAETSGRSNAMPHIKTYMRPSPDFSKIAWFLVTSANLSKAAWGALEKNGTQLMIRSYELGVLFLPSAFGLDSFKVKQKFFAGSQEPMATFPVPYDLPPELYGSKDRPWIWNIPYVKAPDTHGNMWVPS
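E. coli-derived human Tdp1, 1 nM final. Cpd preinc 15 min RT; substrate 15 nM final, 5 min RT; AS bead mix 10 ug/ml final, 10 min RT. Signal loss = tyrosine-FITC cleavage. No-enzyme wells = max signal.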
TDP1 cell CPT: DT40-hTDP1 cell growth loss with CPT; chicken DT40 Tdp1-/-;hTDP1 cells + 20 nM CPT, ATP luminescence, 48 h; Potency, µM (series often up to 46.2 µM), for the others: at the top dose activity change, negative = growth inhibition, actives largely listed as inhibitors; hit rate 12% among 420,000; also: nearly all actives have a fitted effect of over 55% in size
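Cell growth measured by CellTiter-Glo luminescence after a minimum 48 h, 37 C compound exposure with 20 nM CPT in Tdp1-knockout DT40 cells stably expressing hTDP1, seeded 400/well; qHTS titration format.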
The depositor's hits bear a star; u = inconclusive; x = no result given; [ ] = another dose, or the depositor's remark. Calls follow the shape of the dose curve; as a rule, active = well fitted curve in the direction sought with a large enough effect; inconclusive = small, poorly fitted or top-dose-only effect, or another doubt; inactive = no such curve, though single readings can be large; an effect the other way counts as inactive or inconclusive. % is scaled to controls: 0 for no effect and ±100 for the full control effect; potency is read from the fitted curve at half-maximal effect.

Order of results: DT40 TDP1 no CPT, TDP1 cell CPT, TDP1 block
CCc1ccc(NC(=O)C/C(C)=N/NC(=O)OCc2ccc(OC)cc2)cc1
 : u, -30%, 2%
O=C(CSc1ccc(Cl)cc1)N1CCCC1
 : u, u, 0%
CCN(CC)C(=O)C1=C(C)N(CCC2=CCCCC2)C(=O)C(CC(=O)NCCCCc2ccccc2)C1 (configuration not stated)
 : u, u, x
Cn1c(N)c(C(=O)COC(=O)CCc2ccccc2)c(=O)n(C)c1=O
 : -24%, 0%, 1%
Cn1c(=O)c2c(ncn2CC(=O)OCC(=O)c2ccc(Br)cc2)n(C)c1=O
 : 26µM*, 16µM*, x
COc1ccccc1C(=O)NCCC(=O)N(C)CC(=O)Nc1ccccc1Br
 : -1%, -6%, 7%
O=C(OC(C(=O)NCc1ccccc1)c1ccccc1)c1ccco1 (configuration not stated)
 : -12%, 19%, x
Clc1ccc(-c2c[n+](Cc3ccc(Cl)cc3Cl)c3n2CCCCC3)cc1
 : 1.2µM*, 1.2µM*, 2%
O=C(CSc1nc2nccnc2c(=O)n1CCc1c[nH]c2ccccc12)Nc1ccccc1F
 : 8.2µM*, 10µM*, 1%
CC(=O)c1cccc(NC(=O)c2ccc(S(=O)(=O)N3CCCC3)cc2)c1
 : u, 0%, 7%
COc1ccc(-c2nnc(SCC(=O)N3CCc4ccccc43)o2)cc1OC
 : -1%, 3%, 2%
CCc1cccc(-n2nnc(-c3nc(-c4ccccc4Cl)no3)c2N)c1
 : -2%, 8%, 3%
O=C(CCc1nc2sc3c(c2c(=O)[nH]1)CCCC3)NCCOc1ccccc1
 : u, -7%, -8%
N#C/C(=C\C1CC2C=CC1C2)c1nc2ccccc2[nH]1 (configuration not stated)
 : u, -26%, 0%
Cc1ccc(F)cc1S(=O)(=O)NCc1ccc(N2CCN(C)CC2)cc1
 : u, -8%, 0%
Cc1[nH]c(=S)[nH]c(=O)c1CCOc1ccccc1
 : u, -28%, 5%
CC(O)CNCc1ccc(Cl)cc1Cl (configuration not stated)
 : -29%, -6%, 1%
CSCCC(NC(=O)c1ccc(Cl)cc1Cl)C(=O)OC(C)C(=O)NCc1ccco1 (configuration not stated)
 : -24%, -17%, 11%
CC(NC(N)=O)C(=O)NCC(=O)OCc1ccccc1 (configuration not stated)
 : -9%, 0%, -1%
CCc1ccccc1OCC(=O)Nc1cc(S(=O)(=O)N2CCOCC2)ccc1N1CCCCC1
 : 7.3µM*, 23µM*, 4%
C#CCCCCCCCCCCCC(=O)CC(O)COC(C)=O (configuration not stated)
 : 2%, -1%, -1%[56.1 µM]
COc1cc(C=O)ccc1OCCCOc1ccc([N+](=O)[O-])cc1
 : u, u, 5%
O=C(Nc1ccccc1)c1nn(-c2cccc(C(F)(F)F)c2)ccc1=O
 : u, -29%, 3%
O=C(CSc1nc2ccc([N+](=O)[O-])cc2[nH]1)NC1CCCC1
 : u, u, -1%
CCCCOc1ccc(OC(=O)Nc2cc(Cl)ccc2OC)cc1
 : 15µM*, 18µM*, x
CCc1ccc(CN2CCCC(C(=O)Nc3ccc(-c4cscn4)cc3)C2)o1 (configuration not stated)
 : u, u, 5%
O=C(NCCc1ccccc1)c1cc(S(=O)(=O)N2CCOCC2)ccc1F
 : -15%, -8%, 2%
COc1ccc(-n2nnc3c(=O)n(CC(=O)OCc4ccccc4)cnc32)cc1
 : u, u, 2%
O=C(Cc1cccc(F)c1)N1CCOCC1
 : -1%, u, x
O=C(CNc1ccccc1)N/N=C/c1ccc([N+](=O)[O-])o1
 : 7.3µM*, 10µM*, -5%
COc1ccc2nc(NC(=O)c3nc(S(=O)(=O)Cc4ccc(C)cc4)ncc3Cl)sc2c1
 : 2.3µM*, 1.6µM*, 7%
Cc1ccc(S(=O)(=O)Nc2nc3ccccc3nc2NCc2ccco2)cc1
 : u, u, -1%
CC(C)Oc1cccc(NC(=O)C2(C)CCN2C(=O)C(C)C)c1 (configuration not stated)
 : -16%, -26%, x
CCN1CCCC1CNC(=O)c1cc(COc2ccc(C)c(C)c2)on1 (configuration not stated)
 : -13%, -28%, 2%
Clc1cccc(-c2nnc(SC/C=C/c3ccccc3)n2Cc2ccco2)c1
 : u, 21µM*, -1%
O=C(NCC1CC1)Nc1cccs1
 : -6%, 0%, x
Cc1cc(C(=O)CSc2nc(N)cc(=O)[nH]2)ccc1F
 : -1%, -17%, x
CCCS(=O)(=O)N1CCC(C(=O)N2CCN(C(=O)OCC)CC2)CC1
 : -23%, 6%, 1%
COC(=O)c1sccc1NC(=O)/C=C/c1ccc(Cl)cc1Cl
 : u, u, 0%
COc1cccc(/C=C/c2n[nH]c(=O)c(C#N)c2C)c1
 : -11%, 10%, 2%
O=C(O)c1ccc(N/N=C/c2cc(Br)cs2)cc1
 : -10%, -1%, x
Cc1ccc(NC(=O)Cc2nc(COC(=O)Cc3cccc(C(F)(F)F)c3)cs2)cc1
 : -16%, 4%, 0%
COc1cc(OC)c(NC(=O)Cn2c(=O)cc(C(F)(F)F)c3c(C)nn(C)c32)cc1Cl
 : 7%, -4%, 7%
CCC(=O)Nc1ccccc1C(=O)OCc1ccc(C(=O)c2ccccc2)cc1
 : u, 21µM*, -8%
O=C(COC(=O)Cc1cccc(C(F)(F)F)c1)NCC1CCCO1 (configuration not stated)
 : 0%, -3%, 0%
Cn1ncc(Cl)c1C(=O)NCc1ccc2c(c1)OCO2
 : u, u, 2%
COc1cccc(/C=C/C(=O)OCC(=O)Nc2ccc(Cl)c(S(=O)(=O)N(C)C)c2)c1
 : -10%, -16%, -4%
CCOc1ccc(/C=N/n2c(SC)nnc(C(C)(C)C)c2=O)cc1
 : -24%, -6%, 8%
CCOc1ccc(C(=O)NCCc2sc(-c3ccc(F)cc3)nc2C)cc1
 : u, u, 4%
COc1ccc(-c2cc(C(C)=O)c(C)n2CCC(=O)Nc2cc(C)ccc2OC)cc1
 : 18µM*, 16µM*, 5%
CCCCC(=O)NC(c1ccccc1Cl)c1c(O)ccc2ccccc12 (configuration not stated)
 : u, u, 3%
Cc1cc(C)c2nc(SCC(=O)NCC3CCCO3)c(C#N)cc2c1 (configuration not stated)
 : -9%, 8%, -1%
CCN(C(=O)COC(=O)c1c2c(nc3ccccc13)/C(=C/c1ccccc1)CC(C)C2)C1CCS(=O)(=O)C1 (configuration not stated)
 : 13µM*, u, 5%
Cc1cccc(N2C(=O)/C(=C\c3ccc(OC(F)F)cc3)c3ccccc3C2=O)c1
 : u, u, 8%
N#CC1=C(N)OC2=C(C(=O)CCC2)C1c1ccncc1 (configuration not stated)
 : -6%, 3%, -1%
CN(C)S(=O)(=O)N(CC(=O)Nc1ccccc1)c1ccccc1
 : -4%, 25%, 0%
O=C1N=C(N2CCCCC2)SC1=C1CCCC1
 : -21%, 2%, 0%
Cc1cc(C)c(NC(=O)CS(=O)CC(=O)NC2CCCc3ccccc32)c(C)c1 (configuration not stated)
 : -10%, -11%, -2%
O=C(Nc1ccccc1Cl)C1CCN(c2nc3ccccc3[nH]2)CC1
 : -29%, -10%, 3%
COc1cc(CNC(=O)c2ccc3c(c2)c(C)c(C)n3Cc2cccc(C)c2)cc(OC)c1OC
 : 8.2µM*, 18µM*, 11%

Next part:
Order of results: DT40 TDP1 no CPT, TDP1 cell CPT, TDP1 block
Cc1c(CC(=O)O)c(=O)oc2c(C)c(OCc3ccccc3)ccc12
 : 3%, -13%, x
Oc1ccc(F)c2cccnc12
 : 15µM*, 13µM*, 5%
CC(=O)Cc1nsc(NC(=O)c2cc(-c3cccc(C(F)(F)F)c3)oc2C)n1
 : u, -27%, 5%
Cn1c(-c2cc3ccccc3oc2=O)nc2ccccc21
 : -10%, -23%, 0%
CC(=O)c1ccc(NC(=O)C(Cc2ccccc2)n2cccc2)cc1 (configuration not stated)
 : u, u, 4%
CN(C)C1=NC[C@H](Cc2ccccc2)N1CCCCc1ccccc1
 : 21µM*, u, -6%
Cc1ccc(S(=O)(=O)NCc2nnnn2-c2ccc(F)cc2)cc1
 : -13%, -2%, x
O=C(O)CSc1ncccc1C(=O)O
 : -2%, -3%, 2%
Cc1cc(C)n2nc(CC(=O)NC3CCCCCC3)nc2n1
 : 1%, -1%, 8%
COc1ccc(S(=O)(=O)N[C@@H](Cc2ccccc2)C(=O)N2CC[C@@]3(O)CCCC[C@H]3C2)cc1
 : u, -19%, 5%
CC(Sc1nnc(-c2ccccc2F)n1C1CC1)C(N)=O (configuration not stated)
 : u, 0%, 3%
COc1ccc(-c2ccc(CN3C(CC(C)C)C(=O)N(Cc4cn(Cc5ccco5)nn4)CCS3(=O)=O)cc2)cc1 (configuration not stated)
 : 7.3µM*, 7.3µM*, x
Cc1ccc(NC(=O)C=NOCC(=O)Nc2cc(C)cc(C)c2)cc1
 : -16%, u, 1%
O=C(NCC(=O)N1CCN(S(=O)(=O)c2ccccc2F)CC1)c1ccc2c(c1)OCO2
 : -28%, -2%, x
COc1ccc(Nc2c(-c3cc4ccccc4o3)nc3nc(C)cc(C)n23)cc1
 : u, u, x

For convenience, 6 of the compounds above:
Order of results: DT40 TDP1 no CPT, TDP1 cell CPT, TDP1 block
Cc1c(CC(=O)O)c(=O)oc2c(C)c(OCc3ccccc3)ccc12
 : 3%, -13%, x
Oc1ccc(F)c2cccnc12
 : 15µM*, 13µM*, 5%
CC(=O)Cc1nsc(NC(=O)c2cc(-c3cccc(C(F)(F)F)c3)oc2C)n1
 : u, -27%, 5%
Cn1c(-c2cc3ccccc3oc2=O)nc2ccccc21
 : -10%, -23%, 0%
CC(=O)c1ccc(NC(=O)C(Cc2ccccc2)n2cccc2)cc1 (configuration not stated)
 : u, u, 4%
CN(C)C1=NC[C@H](Cc2ccccc2)N1CCCCc1ccccc1
 : 21µM*, u, -6%

Next results:
Order of results: DT40 TDP1 no CPT, TDP1 cell CPT, TDP1 block
C(=N\N1CCN(Cc2cccc3ccccc23)CC1)/c1cccnc1
 : -9%, -20%, 4%
Cc1oc(-c2ccccc2Cl)nc1CSCC(=O)O
 : -1%, 6%, 4%
N#Cc1ccccc1NC(=S)Nc1ccc(F)cc1
 : -22%, -13%, 2%
CCOC(=O)CSc1nc2cccnc2n1-c1ccc(F)cc1
 : -21%, -1%, -5%
Cn1ncc([N+](=O)[O-])c1C(=O)Nc1ccc(Cl)cc1
 : 17%, -10%, x
CCOc1ccccc1C(=O)NCC(=O)OCC(=O)N1CCCC1
 : 7%, 1%, -2%
Cc1ccc(NC(=O)COC(=O)CCc2ccccc2)c(Cl)c1
 : 5%, 2%, x
O=C(COc1ccccc1)OCC(=O)N1CCCc2ccccc21
 : -12%, 11%, x
CN(C(=O)CN1C(=O)NC(C)(CCc2ccccc2)C1=O)c1ccccc1 (configuration not stated)
 : -13%, 5%, 2%
CC(C)(C)c1ccc(C(=O)N/N=C/c2ccccn2)cc1
 : 5.8µM*, 9.2µM*, x
COc1ccc(S(=O)(=O)N2CCNC(=O)C2)cc1Br
 : -10%, -4%, -3%
CCCCN(C(=O)c1cnc(C)cn1)c1c(N)n(CCC)c(=O)[nH]c1=O
 : 23%, u, 2%
COc1ccc(C(=O)NC(=S)NNC(=O)c2ccc(NC(C)=O)cc2)cc1Br
 : u, u, 9%
CCOC(=O)Cc1nnc(NC(=O)CC)s1
 : -11%, -10%, 5%
CC1(C)CC(NCCC(c2ccccc2)c2ccco2)CCO1 (configuration not stated)
 : 1%, -29%, x
Cc1cccc(Cn2cnc3c(nnn3Cc3ccccc3F)c2=O)c1
 : 28µM*, u, 3%
CCc1cccc(OCC(=O)Nc2cc(Cl)ccc2-n2cncn2)c1
 : -18%, -17%, -1%
CC(=O)NCCC(=O)NCC1(N(C)Cc2ccccc2)Cc2ccccc2C1
 : 6%, -4%, x
Cc1cccc(-c2nc(C#N)c(N3CCC(C)CC3)o2)c1
 : 1%, -5%, x
CCOC(=O)C1=C(c2ccccc2)O/C(=C(/C(=O)OC)C(F)(F)F)S1
 : -22%, -16%, -1%
CCCOC(=O)c1c(NC(=O)c2cc3ccccc3c(=O)o2)sc2c1CCC(C)C2 (configuration not stated)
 : -11%, 11%, 1%
CN(c1ccc(C(=O)Nc2ccc3c(c2)n(C)c(=O)n3C)cc1)S(C)(=O)=O
 : u, 13%, x
CN(C)CCN(C(=O)c1ccc2ccccc2c1)c1nc2ccc(F)cc2s1
 : -21%, -19%, 17%
COc1ccc2c(COC(=O)c3cccc(S(=O)(=O)NCC(C)C)c3)cc(=O)oc2c1
 : u, u, x
COc1cc(C(=S)N2CCN(C)CC2)ccc1OCC(=O)NCc1ccccc1
 : 10%, 7%, -3%
C=CCn1c(=O)c2ccccc2n2c(SCC(=O)N(C)C)nnc12
 : -13%, 2%, x
N/C(=N\c1nc2ccccc2o1)NC(=O)c1ccc(F)cc1
 : 13µM*, 13µM*, 6%
